Screens deposited in PubChem BioAssay by National Center for Advancing Translational Sciences (NCATS).
KB-V1 MDR tox – KB-V1 MDR subline cytotoxicity; AID 1347076; KB-V1 MDR cells viability, CellTiter-Glo, 72 h; Potency, µM (series often up to 46.1 µM), without a hit: top-dose activity change, negative = cytotoxicity, most hits filed as cytotoxic; actives 3.4% (n = 400,000); note: potency is the fitted concentration of half-maximal effect; % is set by controls: 0 for no effect and ±100 for the full control effect; nearly all actives have a fitted effect of over 60% in size
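Luminescent ATP read-out (CellTiter-Glo, 10 min) measures survival of drug-selected KB-V1 MDR cells after 72 h, 37 degrees C compound exposure. Medium: phenol-red-free DMEM, 10% FBS. Values from fitted concentration-response curves.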
HT1080-NT tox – kills 2HG-producing HT-1080-NT fibrosarcoma cells; HT-1080-NT fibrosarcoma viability, CellTiter-Glo ATP luminescence, 48 h; Potency, µM (doses to about 46.1 µM), inactives show at the highest dose activity, negative = less viability, actives largely listed as cytotoxic; actives 1.6% (n = 360,000); AID 686970;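 note: NT is the 2HG producing partner of a matched IDH1 knockdown line; potency is the fitted concentration of half-maximal effect; 0% = DMSO-treated cells and -100% = media-only wells without cells; nearly all actives have a fitted effect of over 55% in size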
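HT-1080-NT fibrosarcoma cells (2HG-overproducing), 750 cells/well in RPMI with 5% FBS, dosed after 2 h and incubated 48 h at 37C. CellTiter-Glo luminescence normalized to DMSO and no-cell wells; concentration-response curves fitted and classed.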
ATXN2 expr inh – inhibitors of ATXN2 expression. HEK-293 ATXN2-luciferase reporter, luminescence, 24 h. Potency, µM (titrated, usually from 57 µM), for the others: top-dose activity change, negative = inhibition, actives largely listed as inhibitors. actives 0.72% (n = 360,000); note: potency is the fitted concentration of half-maximal effect; % is set by controls: 0 for no effect and ±100 for the full control effect; nearly all actives have a fitted effect of over 55% in size
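qHTS (up to 57 uM final) was run with 24 h compound exposure of reporter cells at 37 °C. Each well was multiplexed: SteadyGlo luminescence measured ATXN2-luciferase expression after a fluorogenic Gly-Phe-AFC viability readout (25 uM final).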
HT1080 IDH1KD tx – toxicity to HT-1080 IDH1 knockdown cells (counter line) | AID 686971 | actives 2% (n = 360,000) | Potency, µM (titrated, usually from 46.1 µM), for the others: at the highest dose activity, negative = toxicity, usual class: cytotoxic | HT-1080 IDH1 knockdown viability, ATP luminescence, 48 h;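 note: potency is the fitted concentration of half-maximal effect; 0% = DMSO wells and -100% = cell-free medium wells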
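% activity derives from luminescence (CellTiter-Glo), normalised to DMSO and no-cell wells. HT-1080-IDH1KD cells, 750/well, had 48 h compound exposure at 37 °C.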
MCF10A rerep – inducers of DNA re-replication in MCF 10A breast cells; AID 624296; Potency, µM (top dose mostly 46.1 µM), for the others: at the top dose activity, positive = re-replication, actives largely listed as activators; MCF 10A DNA re-replication, Hoechst nuclear intensity, 48 h; actives 2.9% (n = 350,000); note: potency is the fitted concentration of half-maximal effect; % of control where 0% means no effect; nearly all actives have a fitted effect of over 50% in size
SW480 rerep – DNA re-replication induction in SW480 cells; SW480 DNA re-replication, Hoechst DNA content imaging, 48 h; actives 1.8% (n = 340,000); AID 624297; Potency, µM (doses to about 46.1 µM), for the others: at the highest dose re-replication activation, most hits filed as activators; note: potency is the fitted concentration of half-maximal effect; % of control where 0% means no effect; nearly all actives have a fitted effect of over 55% in size
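Hoechst fluorescence of nuclei (405 nm excitation, 500-530 nm emission) measured by plate-scanning imager after 48 hr compound exposure at 37 C; re-replication scored as increased number of nuclei with elevated intensity.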
ATXN viability – viability counter-screen for ATXN expression inhibitors | S2 cells (HEK-293 line with an ATXN2-luciferase reporter) viability, CellTiter-Fluor protease fluorescence, 24 h | Potency, µM (top dose mostly 56.7 µM), hits mostly cytotoxic | actives 0.49% (n = 400,000) | AID 651635; note: potency is the fitted concentration of half-maximal effect; nearly all actives have a fitted effect of over 40% in size
KB-3-1 cytotox – kills parental KB-3-1 adenocarcinoma cells; AID 1347075; KB-3-1 viability, CellTiter-Glo ATP luminescence, 72 h; actives 1.4% (n = 400,000); Potency, µM (highest dose often 46.1 µM), inactives show at the highest dose activity change, negative = cytotoxic, actives largely listed as cytotoxic; note: potency is the fitted concentration of half-maximal effect; % is set by controls: 0 for no effect and ±100 for the full control effect; nearly all actives have a fitted effect of over 60% in size
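KB-3-1 cells, DMEM (no phenol red) + 10% FBS; compound by pin transfer, 72 h, 37 °C. Readout: CellTiter-Glo luminescence after 10 min. Data normalized, curve-fitted.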
IL1B secr inh – inhibitors of inflammasome signaling (IL-1 beta secretion). THP-1 LPS/ATP IL-1B secretion, AlphaLISA, 16 h; stronger effect = lower value. actives 4.7% (n = 360,000). activity change, % at 57.5 µM. AID 743279; in the data active = activity change below about -50%; inconclusive = mostly about -30% to -49%; note: % is set by controls: 0 for no effect and ±100 for the full control effect
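THP-1 cells pretreated 1 hr with compounds (up to 57.5 uM final), then stimulated with LPS (250 ng/mL final) plus ATP (1.25 mM final); secreted IL-1B measured by AlphaLISA after 16 hr, decreased signal indicating inhibition.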
The depositor's hits bear a star; i = inactive; ? = inconclusive; / = no result given; & = joins results of further samples; [ ] = remark or other dose. Unless noted, calls come from the whole dose curve; as a rule, active = well fitted curve in the direction sought with a large enough effect; inconclusive = small, poorly fitted or top-dose-only effect, or another doubt; inactive = no such curve, though single readings can be large; an effect the other way counts as inactive or inconclusive.

SMILES	KB-V1 MDR tox	HT1080-NT tox	ATXN2 expr inh	HT1080 IDH1KD tx	MCF10A rerep	SW480 rerep	ATXN viability	KB-3-1 cytotox	IL1B secr inh
COc1ccc(N(CC(=O)Nc2ccccc2C(N)=O)S(=O)(=O)c2ccc(C)c([N+](=O)[O-])c2)cc1	?	-1%	/	3%	4%	-47%[inhibitor]	?	-2%	?
COc1ccc(Nc2ccc(N3C(=O)CCC3=O)cc2[N+](=O)[O-])cn1	1%	28%	/	-6%	5%	-11%	i	2%	0
CC(C)(CCl)C(=O)Nc1ccnc(-c2ccncc2)n1	-18%	20%	-25%	2%	-47%[inhibitor]	-4%	i	-1%	57
O=C(/C=C/c1ccco1)NCc1ccccn1	0%	2%	/	0%	1%	-1%	i	-1%	-11
OCC1(CC2CCCCO2)CCN(C/C=C/c2ccccc2)CC1 (stereo not given)	-6%	0%	-35%	7%	10%	-1%	i	-5%	-7
O=C(CCCCn1c(=O)[nH]c2ccccc2c1=O)NC1CCN(Cc2ccccc2)CC1	7%	-1%	-8%	9%	1%	-6%	i	-2%	-15
COCc1cc(=O)[nH]c(Sc2c(-c3ccccc3)c3ccc(Cl)cc3[nH]c2=O)n1	-1%	-2%	10%	-1%	0%	2%	i	17%	30
CC1Oc2ccccc2N(CC(=O)N(Cc2ccccc2)Cc2ccccn2)C1=O (stereo not given)	-11%	-2%[9.24 µM]	-2%	-14%	-2%	1%	?	-16%	-18
COc1cc(S(C)=O)ccc1-c1nc2ncccc2[nH]1 (stereo not given)	11%	19%	17%	12%	-4%&0%	-49%&-5%[inhibitor]	i	0%	10
COc1ccc(N2C(=O)CSC23CCCCC3)cc1	?	0%	1%	6%	5%	-10%	?	-6%	-1
Cc1sc(N)nc1-c1c(C)n(C)c2ccccc12	9%	0%	-4%	0%	21%	5%	i	5%	-11
Cc1ccc(NS(=O)(=O)c2ccc3c(c2)NC(=O)C(C)C(=O)N3)cc1C (stereo not given)	0%	-29%	-2%	-20%	-3%	-2%	i	-20%	14
CC(C)Oc1ccc(-c2cc(=O)[nH]c(=O)[nH]2)cc1	-10%	-10%	-7%	-41%	29%	30%	i	0%	-5
O=C(NCCN1CCOCC1)c1ccc(NS(=O)(=O)c2cccc([N+](=O)[O-])c2)cc1	?	0%	-2%	-2%	4%	7%	i	-1%	2
CCCCS(=O)(=O)N1CCCC(C(=O)Oc2ccccc2)C1 (stereo not given)	6%	0%	/	1%	?	3%	?	-1%	0
O=C(Cc1ccc(Br)cc1)Nc1ccc(S(=O)(=O)Nc2ncccn2)cc1	0%	19%	-16%	0%	-10%	-2%	i	10%	10
CCN(CC(=O)Nc1c(F)cccc1F)C(=O)c1ccc(S(=O)(=O)N(CC)c2ccccc2)cc1	-1%	-3%	/	0%	2%	14%	i	-8%	-14
Cc1ccc(S(=O)(=O)N(C)C)cc1NC(=S)NCCc1ccccn1	-5%	0%	/	-8%	9%	?	i	-12%	5
COc1ccc(S(=O)(=O)N2CCC(C(=O)NC3CCCCC3)CC2)cc1OC	2%	-5%	0%	-3%	0%	?	i	-1%	1
CC1CCN(S(=O)(=O)c2cc(C(=O)NC3(C)CCS(=O)(=O)C3)ccc2Br)CC1 (stereo not given)	10%	2%	-7%	1%	-1%	-24%	i	8%	19
Cc1ccc(C(=O)N2N=C3c4ccccc4S(=O)(=O)N3[C@H]2N(C)C)cc1	3%	-5%	/	-9%	12%	-2%	i	-6%	-28
CCN(CC)S(=O)(=O)c1cc(C(=O)OCC(=O)NC2CCCc3ccccc32)ccc1C (stereo not given)	-9%	-3%	-25%	-4%	-55%[inhibitor]	-57%[inhibitor]	i	7%	0
CCOC(=O)/C(=N\Nc1ccc(Cl)cc1)Sc1nnc(-c2ccc(OC)cc2)n1C	-4%	6%	-10%	5%	9%	-6%	i	9%	-3
O=C(Nc1ccccn1)c1ccc(Cl)c(S(=O)(=O)N2CCOCC2)c1	/	-1%	5%	0%	-1%	-1%	i	/	8
Cc1nc(C)c(CCNC(=O)c2ccccc2Br)s1	4%	10%	-22%	-2%	-3%	-3%	i	-5%	13
CC(=O)NCCN=Cc1sc2ccccc2c1O	-8%	8%	6%	-1%	9%	-9%[9.22 µM]	i	18%	38
O=C(Cc1ccc([N+](=O)[O-])cc1)NCc1cccnc1	27%	14%	-5%	10%	1%	-17%[9.22 µM]	i	4%	9
COC(=O)c1sc(NC(=O)Cc2cccs2)nc1C	?	-23%	56%[activator]	1%	10%	3%	i	-12%	-8
CCc1nn(CC(=O)Nc2ccc(Br)c(C)c2)c(=N)s1	?	-19%	-13%	-9%	5%	-1%	i	-5%	?
CC(=O)N1CC=C2C(C#N)=C(N)C(C#N)(C#N)C(C)C2C1 (stereo not given)	1%	0%	-12%	1%	0%	-3%	i	0%	51
CC1CCCCC1NC(=O)c1ccc(N2CCCC2=O)cc1 (stereo not given)	?	17%	19%	-22%	0%	-10%	i	-4%	-3
CSc1ccccc1C(=O)OCC(=O)NC1CC1	7%	12%	/	8%	/	/	i	12%	2
O=C(CSc1nnc(Nc2ccccc2)s1)NCC1CCCO1 (stereo not given)	27%	3%	/	2%	0%	-6%	?	2%	21
CN(C)/C=C(\C#N)C(=O)c1cccnc1Oc1cccc(F)c1	2%	-1%[9.24 µM]	-18%	-8%	-2%	-2%	i	-2%	0
O=C(COC(=O)COc1ccccc1)NCCc1ccccc1	29%	3%	-15%	13%	-3%	-255%[inhibitor]	i	3%	39
Nc1nc(NCc2cccs2)nn1-c1ccccc1	0%	9%	30%	8%	0%	-3%	i	18%	-1
COc1ccc(-n2nc(C(=O)N3CCCC(C)C3)c3c4ccccc4n(C)c3c2=O)cc1 (stereo not given)	3%	/	10%	/	/	/	?	-10%	/
Clc1ccc(C2CSc3c4ncnc-4ncn32)cc1 (stereo not given)	?	7%	15%	6%	-7%	-14%	i	4%	6
COc1cc2cc(CN(Cc3cccnc3)C(=O)Nc3ccccc3)c(=O)[nH]c2cc1OC	8%	6%	-5%	7%	-34%[inhibitor]	-11%	i	13%	?
COC(=O)C1=C(C(=O)OC)[C@@H]2N(C)c3ccccc3[C@@]23C[C@@H](C(=O)OC)N(C(=O)C2CCC2)C3=N1	0%	-1%	1%	9%	44%	-2%	i	21%	37
Cc1cc(C2=NNC(=NC3CC3)SC2)c(C)n1-c1ccccc1	-4%	-13%	/	-21%	-6%	?	i	-15%	-7
C(=N\n1cnnc1)/c1cccn1-c1ccccc1	0%	13%	3%	3%	-2%	-8%	i	3%	16
O=C(Nc1ccc(F)c(Cl)c1)N1CCCC1	-6%	-2%	-2%	24%	0%	12%	i	-4%	-6
O=C(NCC1CCCO1)c1ccc(NS(=O)(=O)c2ccccc2)cc1 (stereo not given)	?	-3%	0%	10%	-9%	-6%	i	-1%	-26
Cc1ccc(C(=O)N/C(=C\c2ccccc2)C(=O)NCc2cccnc2)cc1	-22%	19%	-1%	20%	-1%	5%	?	5%	8

Looked up above.
For SW480 rerep, `O=C(CSc1nnc(Nc2ccccc2)s1)NCC1CCCO1` (stereo not given) has the entry -6%
For HT1080 IDH1KD tx, `O=C(NCC1CCCO1)c1ccc(NS(=O)(=O)c2ccccc2)cc1` (stereo not given) has the entry 10%

Later entries:
SMILES	KB-V1 MDR tox	HT1080-NT tox	ATXN2 expr inh	HT1080 IDH1KD tx	MCF10A rerep	SW480 rerep	ATXN viability	KB-3-1 cytotox	IL1B secr inh
c1ccc2c(c1)oc1c(Nc3ccc4c(c3)OCCO4)ncnc12	?	?	49%[activator]	?	?	2%	i	-9%	0
CCOC(=O)c1c(-c2ccccc2)csc1NC(=O)CSc1nc(N)cc(N)n1	3.3µM*	6%	-14%	-20%	?	-20%	i	6.5µM*	-10
CCOC(=O)C1(C)C=C(Nc2ccc(C(N)=O)cc2)C(=O)N1c1ccccc1 (stereo not given)	0%	/	26%	/	/	/	i	-5%	/
COC(=O)c1cc2oc3ccccc3c2n1Cc1cccc(C)c1	0%	/	3%	/	/	/	i	-1%	/
O=C(CN1C(=O)c2ccccc2C1=O)Nc1ccc(S(=O)(=O)N2CCOCC2)cc1	17%	?	2%	14%	17%	-10%	i	-8%	-5
COCCn1c(=N)c(S(=O)(=O)c2ccc(F)cc2)cc2c(=O)n3ccccc3nc21	7%	-2%	6%	1%	18µM*	21µM*	i	?	11
O=C1C2C(c3ccccc3)C=CC(c3ccccc3)C2C(=O)N1c1cccnc1 (stereo not given)	0%	20%	-3%	26%	-1%	1%	i	10%	40
CCOC(=O)c1cc2c(=O)n3cccc(C)c3nc2n(CC(C)C)c1=NC(=O)c1ccco1	-7%	6%	-16%	-16%	?	?	i	-14%	-4
COc1ccc(OC)c(C2SCCN2S(C)(=O)=O)c1 (stereo not given)	9%	6%	0%	2%	-1%	1%	i	14%	24
C=CCn1c(CNS(=O)(=O)c2ccc(Br)cc2)nnc1SC	-2%	-2%	-9%	-5%	-6%	-12%	i	12%	13
Cc1noc(C)c1CN(C(=S)NC(C)C)c1ccccc1	-2%	13%	-15%	18%	7%	0%	i	1%	36
CCC(=NCCc1ccccc1)C1=C(O)CCC1=O	17%	9%	3%	8%	-2%	1%	i	10%	7
CC(=O)c1cccc(NC(=O)c2cnccn2)c1	6%	19%	/	7%	0%	-1%	i	3%	-8
C=CCn1c(N2CCCC2)nc2c1c(=O)[nH]c(=O)n2C	2%	0%	3%	-29%	4%	-4%	i	-11%	11
c1ccc(COc2cccc(CN3CCN(c4ccccn4)CC3)c2)cc1	18µM*	4%	-20%	2%	?	?	i	-1%	-2
CCC(=O)c1c[nH]c(C(=O)N2CCN(c3ccccc3)CC2)c1	-16%	-6%	7%	1%	5%	?	i	0%	9
